Dicer processing: human Dicer pre-microRNA cleavage inhibition | z-score at 25 µM | actives 6% (n = 47,000) | AID 1347074 | cat-ELCCA pre-miR-21 Dicer processing, chemiluminescence; hits give high values; in the data active = z-score above about 3, passing the limit was not always enough;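 also: plate controls were vehicle for no effect and no enzyme for full effect; higher signal means more uncleaved substrate so more Dicer inhibition; strong numbers were not always called active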
Target sequence (Q9UPY3 whole entry, looked up): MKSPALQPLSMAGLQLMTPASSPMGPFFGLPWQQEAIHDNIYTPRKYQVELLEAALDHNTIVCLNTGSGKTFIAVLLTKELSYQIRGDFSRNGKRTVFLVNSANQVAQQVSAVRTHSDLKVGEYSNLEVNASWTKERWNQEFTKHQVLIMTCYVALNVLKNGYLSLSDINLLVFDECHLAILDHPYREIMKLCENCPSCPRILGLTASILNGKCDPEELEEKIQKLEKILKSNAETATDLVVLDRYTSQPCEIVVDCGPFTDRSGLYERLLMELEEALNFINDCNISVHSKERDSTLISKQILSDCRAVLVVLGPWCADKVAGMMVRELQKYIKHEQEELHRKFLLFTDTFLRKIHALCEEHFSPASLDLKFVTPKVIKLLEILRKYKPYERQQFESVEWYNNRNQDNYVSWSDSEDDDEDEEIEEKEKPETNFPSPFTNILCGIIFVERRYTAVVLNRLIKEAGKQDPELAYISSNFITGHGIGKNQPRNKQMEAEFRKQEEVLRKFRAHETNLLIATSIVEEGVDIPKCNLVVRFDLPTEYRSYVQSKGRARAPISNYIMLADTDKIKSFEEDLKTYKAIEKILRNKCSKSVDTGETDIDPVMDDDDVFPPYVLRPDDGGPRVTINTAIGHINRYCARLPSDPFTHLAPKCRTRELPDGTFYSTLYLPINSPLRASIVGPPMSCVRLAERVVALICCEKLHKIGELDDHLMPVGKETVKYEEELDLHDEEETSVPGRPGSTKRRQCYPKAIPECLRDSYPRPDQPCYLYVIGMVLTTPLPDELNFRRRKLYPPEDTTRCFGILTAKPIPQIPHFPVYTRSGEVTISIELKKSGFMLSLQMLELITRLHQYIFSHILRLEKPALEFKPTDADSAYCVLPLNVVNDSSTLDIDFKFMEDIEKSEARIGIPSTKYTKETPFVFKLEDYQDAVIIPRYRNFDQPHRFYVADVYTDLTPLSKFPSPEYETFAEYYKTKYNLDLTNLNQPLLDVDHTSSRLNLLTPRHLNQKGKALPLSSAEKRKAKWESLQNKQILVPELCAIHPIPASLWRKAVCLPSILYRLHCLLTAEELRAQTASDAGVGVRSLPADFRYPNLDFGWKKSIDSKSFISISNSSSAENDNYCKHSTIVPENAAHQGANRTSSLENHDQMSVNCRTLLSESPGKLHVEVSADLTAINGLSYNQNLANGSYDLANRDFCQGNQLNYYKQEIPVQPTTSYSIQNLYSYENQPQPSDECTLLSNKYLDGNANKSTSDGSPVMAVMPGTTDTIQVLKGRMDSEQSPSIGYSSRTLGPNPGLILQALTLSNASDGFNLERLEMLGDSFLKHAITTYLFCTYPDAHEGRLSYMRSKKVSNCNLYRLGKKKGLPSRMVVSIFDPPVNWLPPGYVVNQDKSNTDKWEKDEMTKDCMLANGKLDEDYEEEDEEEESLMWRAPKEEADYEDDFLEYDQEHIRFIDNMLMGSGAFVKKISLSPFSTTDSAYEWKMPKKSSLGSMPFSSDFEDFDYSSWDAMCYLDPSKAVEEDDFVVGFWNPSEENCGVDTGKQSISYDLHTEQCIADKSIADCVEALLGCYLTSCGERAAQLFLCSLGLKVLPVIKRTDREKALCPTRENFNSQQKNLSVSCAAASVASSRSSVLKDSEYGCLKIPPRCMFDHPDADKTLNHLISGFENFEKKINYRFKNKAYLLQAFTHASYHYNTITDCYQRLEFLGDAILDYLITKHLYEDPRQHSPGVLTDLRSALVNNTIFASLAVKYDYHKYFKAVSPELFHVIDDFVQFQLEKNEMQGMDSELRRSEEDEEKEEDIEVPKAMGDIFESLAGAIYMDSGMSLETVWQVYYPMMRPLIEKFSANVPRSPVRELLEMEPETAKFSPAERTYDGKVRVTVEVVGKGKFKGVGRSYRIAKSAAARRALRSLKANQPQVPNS
Numbers without * were called inactive.

SMILES	Dicer processing
O=C(O)CNc1n[nH]c(=O)[nH]c1=O	-0.93
CCCc1c(O)nc(SCCN2CCOCC2)n(-c2ccccc2)c1=O	1.02
Cc1csc2c(SCC(=O)NNC(=O)c3ccc(Cl)cc3)ncnc12	2.44
COc1ccc2c(c1OC)C(=O)OC2Nc1nccs1 (stereo not drawn)	2.85
O=C(c1ccc([N+](=O)[O-])cc1)c1ccc2c(c1)CCC2	3.56*
O=C1c2ccccc2NS(=O)(=O)N1Cc1ccccc1	0.08
Clc1ccccc1CNc1nc2ccccc2n1CCN1CCCCC1	2.59
Cc1nc(N2CCCC2)ncc1S(=O)(=O)c1ccc(Cl)cc1	10.7
Cc1cc(C(F)(F)F)n2nc(C)c(C#N)c2n1	0.55
O=C(O)C1C2C=CC(O2)C1C(=O)Nc1ccc([N+](=O)[O-])cc1 (stereo not drawn)	-0.61
Cc1cc2c(=O)[nH]nc(N)c2c(Sc2ccc(Cl)cc2)n1	-1.5
O=S(=O)(Nc1ccc2ccccc2n1)c1ccccc1Cl	2.1
CC(C)OC(=O)C1C2C=CC3(CN(C(c4ccccc4)c4ccccc4)C(=O)C13)O2 (stereo not drawn)	-0.17
CCOC(=O)N1CCc2c(sc3c2C(=O)NC(c2ccc(C(=O)OC)cc2)N3)C1 (stereo not drawn)	1.88
O=C(c1ccccc1)n1nccc1C(c1ccccc1)c1ccccc1	0.72
Cc1ccc(OC(C)c2nc(-c3ccc(-n4cccc4)cc3)no2)cc1C (stereo not drawn)	-1.2
CNC(=O)NNC(=O)c1nc(-c2ccccc2)c(C)o1	-0.14
CCOC(=O)CSc1nc2c(c(=O)[nH]1)C1(CCCCC1)Cc1ccccc1-2	-0.76
COc1ccc(/C(O)=C2/C(=O)C(=O)N(CC3CCCO3)C23C(=O)N(C)c2ccccc23)cc1C (stereo not drawn)	2.19
Nc1ccc2nc(/C=C/c3ccccc3)[nH]c2c1	3.2*
CSC(=Nc1ccc(C)cc1)Nc1ccc(C)cc1	0.74
Cn1cc(C(=O)c2ccc(Cl)cc2)cc1/C=C(\C#N)S(=O)(=O)c1ccc(C(F)(F)F)cn1	-0.45
OCCN1CCN(c2nc(N3CCCCC3)nc(N3CCCCC3)n2)CC1	1.88
CNC(=O)NCCc1ccc(Cl)cc1	2.1
COc1ccc(-c2cn(C(=O)c3cccs3)nc2C)cc1	-0.56

Brought forward from above: 5 compounds; new compounds follow.
SMILES	Dicer processing
CSC(=Nc1ccc(C)cc1)Nc1ccc(C)cc1	0.74
Cn1cc(C(=O)c2ccc(Cl)cc2)cc1/C=C(\C#N)S(=O)(=O)c1ccc(C(F)(F)F)cn1	-0.45
OCCN1CCN(c2nc(N3CCCCC3)nc(N3CCCCC3)n2)CC1	1.88
CNC(=O)NCCc1ccc(Cl)cc1	2.1
COc1ccc(-c2cn(C(=O)c3cccs3)nc2C)cc1	-0.56
CCOCCOc1nc(C)cc(C)c1C#N	-2.18
O=[N+]([O-])c1ccc(CS(=O)(=O)c2ccc(Cl)cc2)cc1	1.89
Cc1c2c(=O)n(C)ncc2c(-c2ccccc2)n1CCSCc1c(Cl)cccc1Cl	-1.55
CCOC(=O)c1cn2nc(N3CCCCC3)ccc2n1	0.63
Cc1ccc(C2C3=C(Nc4c2c(=O)[nH]c(=O)n4C)c2ccccc2C3=O)cc1Cl (stereo not drawn)	0.65
CC(C)Sc1c(Cl)cccc1NC(=O)Nc1cccc(C(F)(F)F)c1	-0.85
O=S(=O)(c1cccc(Cl)c1)N1C=CC(C(F)(F)F)=NCC1	-0.62
O=S(=O)(c1ccc(F)cc1)N1CCC(N2CCCC2)CC1	2.33
C=C(C)n1c(=O)n(-c2ccc(C(F)(F)F)cc2[N+](=O)[O-])c2ccccc21	-6.61
CC(=O)Oc1ccc(C(c2ccc(OC(C)=O)cc2)c2ccccn2)cc1	1.6
Cc1c(CN(C)C(=O)c2cnn3c(C(F)F)cc(-c4ccccc4)nc23)cnn1C	2.27
CCOC(=O)NC(=O)c1cn(Nc2ncc(Cl)cc2C(F)(F)F)c(=O)[nH]c1=O	-0.52
CC1(C)CC(=O)C2=C(C1)Nc1ccccc1NC2c1ccc([N+](=O)[O-])o1 (stereo not drawn)	-0.3
O=C(NCCN1CCOCC1)c1sc2ccccc2c1Cl	0.07
C=CCn1c(SCC(=O)NCc2cccnc2)nc2sc3c(c2c1=O)CCC3	-0.88
Nc1nc(NCc2ccccc2OC(F)(F)F)n[nH]1	0.47
COc1ccc(C2C3CCc4ccccc4C3=NN2CCOC(=O)Nc2ccc(Cl)cc2)cc1 (stereo not drawn)	1.62
CC(C)(C)NC(=O)c1cc(-c2ccccc2)c(C(F)(F)F)s1	2.09
C=CCNC(=S)NNC(=O)c1ccc(O)cc1	0.82
O=C1CC(c2ccco2)Cc2nc(Nc3ccc(Oc4ccccc4)cc3)ncc21 (stereo not drawn)	-1.03
CCOC(=O)C1=C(C)NC2=C(C(=O)CC(c3ccccc3)C2)C1c1cccc(O)c1 (stereo not drawn)	1.18
CCOC(=O)c1sc(SCc2ccccc2)c2c1CC(c1ccc(OC)cc1)C/C2=N\O (stereo not drawn)	-1.25
COC(=O)c1ccc(Cn2nc(C)c([N+](=O)[O-])c2C)o1	1.11
Cn1[nH]c(=O)c2cnc3c(F)cc(F)cc3c21	0.47
CCOC(=O)c1c(C)oc2c(Br)cc(NS(=O)(=O)c3ccc(OCC)cc3)cc12	1.1
The listing continues.
SMILES	Dicer processing
Cc1c(-c2ccnc(SCc3ccccc3Cl)n2)sc2ccc(Cl)cc12	1.41
CCOC(=O)C1=C(C)NC2=C(C(=O)c3ccccc32)C1c1ccccc1 (stereo not drawn)	-0.36
CS(=O)(=O)Nc1csc2cc(C(F)(F)F)cc(Cl)c12	0.88
COc1ccc(-c2ccn[nH]2)c(O)c1	2.12
O=C(CSc1nnc2scc(-c3ccc(Cl)cc3)n12)c1ccc2c(c1)OCCO2	-1.53
Cn1c(=O)c2c(nc(CN3CCN(Cc4ccccc4)CC3)n2CCN2CCOCC2)n(C)c1=O	-0.7
O=C(Cc1cc(F)cc(F)c1)n1nccc1-c1cccs1	-1.73
COc1cc(OC)cc(C2C(C#N)=C(N)Oc3n[nH]c(C)c32)c1 (stereo not drawn)	-4.17
O=C(O)C1C2C=CC3(CN(C4CCCC4)C(=O)C13)O2 (stereo not drawn)	-0.74
CCOC(=O)c1c(NC(=O)C2COc3ccccc3O2)sc2c1CCCC2 (stereo not drawn)	0.85
CSc1nnc(-c2ccc(C(F)(F)F)nc2C)o1	-0.16
COc1ccc(C2=NN3C(C2)c2cc(Br)ccc2OC3c2ccncc2)cc1 (stereo not drawn)	8.25*
C(=N\Nc1nnc2c(n1)[nH]c1ccccc12)/c1ccccc1	0.32
O=C(O)c1coc2c1/C(=N/Nc1ccccc1)CCC2	-1.04
CCc1cccc(CC)c1N1C(N)=NC(N)=NC1(C)C	2.82
OC(c1ccc(C(F)(F)F)cc1)c1cccc(C(F)(F)F)c1 (stereo not drawn)	-1.11
N#Cc1cnn2c1[nH]c(=O)c1ccccc12	-1.98
CN(C)C(=O)C(=O)c1c(-c2ccccc2)[nH]c2ccc(Cl)cc12	0.89
COc1ccc2sc(Nc3nc(C)n(-c4ccccc4)c(=O)n3)nc2c1	1.41
C#CC1(NC(=O)/C=C/C(=O)O)CCCCC1	0.78
Cc1nc(Nc2ccccc2)sc1C(=O)c1cc2ccccc2s1	1.23
COC(=O)c1sc(N2C(=O)c3oc4ccc(C)cc4c(=O)c3C2c2cccc(O)c2)nc1C (stereo not drawn)	1.33
OC1CCN(CC(O)COc2ccc(Cl)c(Cl)c2)CC1 (stereo not drawn)	-0.59
COC(=O)CN1C(=O)Nc2ccc(Br)cc2C1c1ccccc1 (stereo not drawn)	1.31
NC(=O)Cn1c(SCCOc2ccc(Cl)cc2)nc2ccccc21	2.34
Additional structures.
SMILES	Dicer processing
Cc1c(NS(=O)(=O)c2cn(C)cn2)c(=O)n(-c2ccccc2)n1C	5.97*
COc1ccc(S(=O)(=O)N2CCSC2c2ccccc2Cl)cc1 (stereo not drawn)	3.32*
COc1ccc(C2C=C(c3ccc(Cl)cc3)NC(=O)C2C#N)cc1 (stereo not drawn)	4.38*
CN(C)C(=S)Sc1c(O)c2ccccc2n(C)c1=O	0.12
O=C(Cn1cc(C(=O)C2CC2)c2ccccc21)NC1CCCCC1	1.11
O=[N+]([O-])c1ccc(N/N=C2\CCOc3ccc(F)cc32)cc1	-2.04
CCCCc1c(O)nc(SCC(=O)N2CCOCC2)[nH]c1=O	2.52
CCOc1cc(C2Nc3ccccc3-c3nnc(SC)nc3O2)ccc1O (stereo not drawn)	5.03*
O=C(NNC(=O)c1cnccc1C(F)(F)F)c1cccc(Cl)c1	-0.73
CC(=O)/C(=C\Nc1cc(C)nc(C)n1)S(=O)(=O)c1ccc(Cl)cc1	-2.79
CS(=O)(=N/C=C(\C#N)C(=O)c1ccc(Cl)cc1)c1ccc(Cl)cc1 (stereo not drawn)	-0.68
CN1CCN(c2ncnc3sc(-c4ccccc4)cc23)CC1	-1.62
Cc1onc(-c2ccccc2Cl)c1C(=O)N1CCCN2C(=O)c3ccccc3C21 (stereo not drawn)	2.9
CCOC(=O)C1=C(C)NC2=C(C(=O)CC(C)(C)C2)C1c1ccc(OCc2ccccc2)c(OC)c1 (stereo not drawn)	4.34
CC1(C)CC(=O)C2=C(C1)N=C1c3ccccc3C(=O)C1C2c1ccc(Cl)cc1 (stereo not drawn)	-0.44
CC(=O)Nc1cccc(-n2nnc(SCc3ccccc3)n2)c1	1.1
CC[n+]1c(/C=C/N(C)c2ccccc2)sc2cc(NC(C)=O)ccc21	-0.58
Cc1cc(Nc2ccc(F)c(Cl)c2)nc(NC(=O)C(C)(C)C)n1	1.24
CSc1n[nH]c(-c2ccc(Cl)cc2)n1	-1.25
Fc1ccc(NC(=S)Nc2ccc3cn[nH]c3c2)cc1	-1
Cc1ccc(Cc2cn3cc(-c4ccc(F)cc4)nc3s2)cc1	1.1
O=c1ccc2ccc(O)c(O)c2o1	5.48
Cc1noc(C)c1S(=O)(=O)N(Cc1ccccc1)C(C)C	-1.28
CC(=O)OC1CCC2=C3CCC4(C)CCCC4C3CC(OC(C)=O)C2(C)C1 (stereo not drawn)	-0.2
O=[N+]([O-])c1ccc(Oc2c(Cl)cccc2Cl)cc1	0.43
Continued:
SMILES	Dicer processing
Cc1onc(-c2ccccc2)c1C(=O)Nc1cc(C(F)(F)F)ccc1N1CCc2ccccc2C1	-0.98
COCCNC1CC(=O)N(c2ccccc2)C1=O (stereo not drawn)	-1.38
CCOC(=O)c1cc(-c2csc(-c3ccc(C(C)(C)C)cc3)n2)on1	-0.62
O=C(CSc1nc2ccccc2o1)c1ccc(Cl)cc1	-0.49
Clc1ccc2c(c1)-n1cc(-c3ccccc3)nc1CO2	0.38
CCOC(=O)CSc1nnc(-c2ccccc2)c(=O)n1-c1ccccc1	-3.41
c1ccc(Cc2cn3cc(-c4ccccc4)nc3s2)cc1	-0.47
CC(Cc1c[nH]c2ccccc12)N1C(=O)CCC1=O (stereo not drawn)	-2.52
CC1CCCC(C)N1C(=O)c1cc2nc(-c3cccs3)cc(C(F)(F)F)n2n1 (stereo not drawn)	-0.7
O=C1c2oc3ccccc3c(=O)c2C(c2ccc(O)cc2)N1c1nncs1 (stereo not drawn)	-1.37
Cc1cc(O)cc2c1C(=O)CC(C)(C)O2	-0.69
COc1ccc(C(=O)c2sc(Nc3ccccc3)nc2C)cc1	1.55
O=C1CC2(CCCCC2)CC(=O)N1c1cccnc1	0.57
Cc1c(C(=O)N(Cc2ccccc2Cl)C2CCS(=O)(=O)C2)oc2ccccc12 (stereo not drawn)	1.79
O=C(Nc1nc2ccsc2c(=O)s1)c1ccco1	0.51
CN(C)/C=C/C(=O)c1ccc(C#Cc2ccccc2)cc1	1.41
O=c1cc(Nc2ccc(F)cc2)c2ccccc2o1	1.03
CCOc1ccc(S(=O)(=O)N(C)Cc2cc3ccccc3o2)cc1	2.06
O=C(N/N=C/C=C/c1ccccc1)C(=O)Nc1ccc(F)cc1	0.8
c1ccc(CSc2nncn2-c2ccc3c(c2)OCCO3)cc1	-0.7
O=C1CCCCC(=O)c2ccccc2N1	0.76
Cn1c(=O)c2c(nc(Oc3cc(Cl)c(Cl)cc3Cl)n2Cc2ccccc2)n(C)c1=O	0.29
CC1C(=O)CC(c2ccc([N+](=O)[O-])cc2)NC1c1ccc([N+](=O)[O-])cc1 (stereo not drawn)	-0.04
Cc1c(NC(=O)CN(c2ccccc2Br)S(C)(=O)=O)c(=O)n(-c2ccccc2)n1C	2.47
CC(C)(C)S(=O)(=O)Cc1nc(-c2ccc(Cl)c(Cl)c2)cs1	0.85
Continuation:
SMILES	Dicer processing
CCc1cc(C)cc(OCC(O)Cn2cnc3ccccc32)c1 (stereo not drawn)	-1.07
O=C(NC1=C(C(=O)c2ccccc2)N(Cc2ccccc2)S(=O)(=O)c2ccccc21)c1ccccc1	-1.41
NC(=O)c1oc2ccccc2c1NC(=O)c1ccc([N+](=O)[O-])o1	2.03
C1CCN(c2nnnc3c2sc2nc(N4CCOCC4)c4c(c23)CCCC4)CC1	1.35
CC(Sc1nccn1-c1cccc(Cl)c1Cl)C(=O)Nc1c(F)cccc1F (stereo not drawn)	-0.48
N=Cc1cc(-c2ccccc2)oc1S	-1.4

Exported with bars between the fields: entries from further up
SMILES | Dicer processing
NC(=O)c1oc2ccccc2c1NC(=O)c1ccc([N+](=O)[O-])o1 | 2.03
C1CCN(c2nnnc3c2sc2nc(N4CCOCC4)c4c(c23)CCCC4)CC1 | 1.35
CC(Sc1nccn1-c1cccc(Cl)c1Cl)C(=O)Nc1c(F)cccc1F (stereo not drawn) | -0.48

3 records drawn at random from those above, as already listed:
SMILES	Dicer processing
Cc1ccc(Cc2cn3cc(-c4ccc(F)cc4)nc3s2)cc1	1.1
Cc1cc(O)cc2c1C(=O)CC(C)(C)O2	-0.69
O=S(=O)(Nc1ccc2ccccc2n1)c1ccccc1Cl	2.1

Taken from above.
Under Dicer processing, Cn1cc(C(=O)c2ccc(Cl)cc2)cc1/C=C(\C#N)S(=O)(=O)c1ccc(C(F)(F)F)cn1 is listed with -0.45
Under Dicer processing, CC1C(=O)CC(c2ccc([N+](=O)[O-])cc2)NC1c1ccc([N+](=O)[O-])cc1 (stereo not drawn) is listed with -0.04
Under Dicer processing, Cc1cc2c(=O)[nH]nc(N)c2c(Sc2ccc(Cl)cc2)n1 is listed with -1.5
Under Dicer processing, O=c1ccc2ccc(O)c(O)c2o1 is listed with 5.48
Under Dicer processing, Cc1cc(C(F)(F)F)n2nc(C)c(C#N)c2n1 is listed with 0.55

These rows are one share of the data; count on the stated rates, not on these rows.
